TAAR1 antagonist – antagonists of human TAAR1; CHO RD-HGA16 TAAR1, Fluo-8 calcium fluorescence, antagonist; inhibition, % at 3 µM; 360,000 tested, 1.5% active; AID 624466;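 active means inhibition above a per-plate cutoff, the mean inhibition of test compounds on that plate plus 3 SD, cut at about 49% in these data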;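 further: 0% = DMSO plus EC80 beta-PEA response and 100% = DMSO alone without agonist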
Target sequence (Q96RJ0 whole entry, looked up): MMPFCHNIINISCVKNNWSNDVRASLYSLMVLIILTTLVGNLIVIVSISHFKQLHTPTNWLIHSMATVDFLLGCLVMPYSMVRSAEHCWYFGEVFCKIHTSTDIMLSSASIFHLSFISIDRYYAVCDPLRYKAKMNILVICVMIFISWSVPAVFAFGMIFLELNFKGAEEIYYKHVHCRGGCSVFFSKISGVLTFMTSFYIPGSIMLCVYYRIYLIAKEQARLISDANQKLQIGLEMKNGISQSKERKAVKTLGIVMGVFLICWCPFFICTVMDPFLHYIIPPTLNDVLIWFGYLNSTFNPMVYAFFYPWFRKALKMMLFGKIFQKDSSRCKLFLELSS
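Assay system: CHO-derived RD-HGA16 cells stably expressing human TAAR1 plus Gα16. Timing: 140 s kinetic read after compound, 140 s after agonist. Technique: kinetic Fluo-8 calcium fluorescence measurement. Measure: % inhibition of agonist calcium response.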
M1 PAM parental – nonselective activator or artifact in parental CHO-K1 calcium assay; ATP EC20, Fluo-8 calcium fluorescence; 0% at ATP EC20, 100% at ATP max; activation, % at 3 µM; 360,000 tested, 0.02% active; AID 602247;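 active means activation above the run cutoff, the mean activation of all test compounds plus 3 SD, cut at about 40% in these data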;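 further: peak over basal fluorescence ratio in a 140 s read after ATP addition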
CHRM5 agonist – CHRM5 agonism in calcium assay; P08912; CHO-K1 hM5 cells, Fluo-8 calcium fluorescence; 0% DMSO wells, 100% maximal acetylcholine response; activation, % at 3 µM; 360,000 tested, 0.19% active;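 active means activation above the run's mean over test compounds plus 3 SD, cut at about 23% in these data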;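 further: signal is peak over basal fluorescence ratio across the kinetic read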
TAAR1 ag – agonists of human TAAR1 | Q96RJ0 | CHO RD-HGA16 TAAR1, Fluo-8 calcium fluorescence; vehicle wells 0%, saturating PEA agonist 100% | activation, % at 3 µM | 360,000 tested, 0.99% active | AID 624467;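 active means activation above the mean activation of all test compounds in the run plus 3 SD, cut at about 38% in these data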
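Assay system – CHO-derived RD-HGA16 cells with stable Gα16 and human TAAR1 · Compound dosing – one-point dosing at 3 µM (nominal) · Incubation – 17-24 h seeding, 75 min 37 °C dye, 30 min RT · Measured by – kinetic Fluo-8 calcium fluorescence · Control set – DMSO vehicle as 0%, PEA at EC100 as 100% · Repeats – single well for each compound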
CHRM4 PAM – potentiates acetylcholine response at human M4 receptor. activation, % at 3 µM. AID 624126. CHO-K1 hM4/Gqi5, Fluo-8 calcium fluorescence, ACh EC20; 0% = ACh EC20, 100% = maximal ACh. P08173. 360,000 tested, 0.4% active;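 active means activation above its plate's cutoff, the mean activation of sample wells plus 3 SD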; further: some results filed as inactive read as strong as hits
Target sequence (P08173 whole entry, looked up): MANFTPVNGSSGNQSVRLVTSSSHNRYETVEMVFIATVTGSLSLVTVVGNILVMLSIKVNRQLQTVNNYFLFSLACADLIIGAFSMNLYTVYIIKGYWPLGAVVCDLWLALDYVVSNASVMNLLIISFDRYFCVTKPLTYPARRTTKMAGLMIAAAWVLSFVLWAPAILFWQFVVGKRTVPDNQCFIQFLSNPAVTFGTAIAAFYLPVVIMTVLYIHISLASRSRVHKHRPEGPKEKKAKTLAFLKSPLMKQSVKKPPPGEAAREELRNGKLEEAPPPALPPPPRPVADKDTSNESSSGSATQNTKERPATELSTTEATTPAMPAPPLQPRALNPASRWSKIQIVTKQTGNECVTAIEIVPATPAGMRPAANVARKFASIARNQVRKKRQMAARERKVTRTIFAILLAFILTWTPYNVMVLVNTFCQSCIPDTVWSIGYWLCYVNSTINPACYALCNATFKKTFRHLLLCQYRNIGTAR
CRFR2-BP ag – CRF-BP/CRF-R2 complex agonism; activation, % at 13.2 µM; AID 588473; 350,000 tested, 0.46% active; HEK293 CRF-R2/CRF-BP, calcium dye fluorescence (FLIPR); percent of saturating CRF peptide response;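 active means activation of at least 50%, plus an integration ratio under a set limit after plate pattern correction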;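 further: plate controls were neutral control wells without compound for no effect and CRF at EC100 for full effect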
M5 PAM – positive allosteric modulators of human muscarinic M5 receptor; P08912; CHO-K1 hM5, Fluo-8 calcium, ACh EC20 PAM; 0% = ACh EC20, 100% = ACh EC100; activation, % at 3 µM; 360,000 tested, 0.3% active; AID 624038;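 active means activation above the run cutoff, the mean activation of all test compounds plus 3 SD, cut at about 18% in these data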
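system = human M5 receptor in CHO-K1 cells | compound = one concentration, 3 µM final (nominal) | schedule = Post-acetylcholine fluorescence recording 140 s | signal = Fluo-8 calcium dye fluorescence, kinetic read | benchmarks = low control EC20 acetylcholine (0%), high control EC100 acetylcholine (100%) | repeats = singlicate, one well per test compound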
CRFBP-R2 block – blocks CRF-induced signaling of the CRF-BP/CRF-R2 complex; inhibition, % at 11.8 µM; AID 588475; 350,000 tested, 0.59% active; HEK293 CRF-R2/CRF-BP, CRF-induced calcium fluorescence;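 active means inhibition of the ligand-induced calcium signal above about 50% at the single tested concentration, limit read from the data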
CHRM5 antagonist – blocks acetylcholine activation of human M5 receptor | CHO-hM5 cells, Fluo-8 calcium fluorescence, ACh EC80 | inhibition, % at 3 µM | 360,000 tested, 0.59% active | AID 624040 | P08912;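 active means inhibition above a per-plate cutoff, the mean of that plate's test compounds plus 3 SD, cut at about 27% in these data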;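 further: 0% = acetylcholine EC80 with DMSO and 100% = DMSO without agonist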
Numbers without * were called inactive; nt = not tested or not shown. Rows were taken by chance (roughly 4.2% active in at least one column).

SMILES	TAAR1 antagonist	M1 PAM parental	CHRM5 agonist	TAAR1 ag	CHRM4 PAM	CRFR2-BP ag	M5 PAM	CRFBP-R2 block	CHRM5 antagonist
O=C(c1cc([N+](=O)[O-])ccc1N1CCN(S(=O)(=O)c2ccc(Cl)c(Cl)c2)CC1)N1CCOCC1	-3.9	24.4	-3.7	2.4	-6.9	0.5	-5.1	2.4	17.3
CCNC(=O)NC(=O)C(C)Sc1ccc2c(c1)OCCO2 (stereo not given)	11.4	-4.0	1.5	3.6	-1.3	-2.0	5.7	4.3	-3.1
Cc1ccc(-n2[nH]c(C)c(/C=N/c3ccccn3)c2=O)cc1	-13.7	-17.9	1.4	0.8	3.1	0.1	-5.1	-0.9	-1.3
O=C(Cn1cnc2ccccc21)c1ccc(Cl)cc1	-13.4	8.4	-0.6	1.9	1.4	-2.6	-2.6	-2.4	3.9
COc1ccc(C(=O)N2CCCC(CO)C2)cc1OC1CCN(C(C)C)CC1 (stereo not given)	-9.8	13.7	-0.6	0.8	4.7	-0.2	-1.7	6.9	5.7
COCCNc1nc(Cl)c(C#N)s1	-0.9	7.6	-0.7	2.4	4.2	-0.3	1.2	10.7	5.3
Cc1ccc(CNC(=O)CO/N=C/c2ccc(C(C)(C)C)cc2)cc1	-15.2	38.6	-2.0	8.2	6.6	9.8	6.0	-76.8	-13.0
O=C(CSc1nnc(-c2ccc([N+](=O)[O-])cc2)o1)Nc1ccccn1	22.9	9.1	-4.7	0.4	-6.9	-0.4	-5.6	12.9	0.3
COc1cc(Cl)c(CN2CCC(CO)(CCOc3ccccc3)CC2)cc1OC	-19.9	14.8	-5.8	18.0	-6.1	1.4	-0.1	-10.4	16.9
COc1ccc(/C=N/NC(=O)c2ccc(COc3ccccc3Cl)o2)cc1	33.7	7.5	-4.5	6.2	-2.0	1.1	-5.4	12.0	-3.5
O=C(CN1CCN(c2ccc([N+](=O)[O-])cc2)CC1)c1ccccc1	1.4	12.7	-2.8	2.3	-16.1	0.6	-3.9	-10.4	9.2
CC(C)c1ccc(NC(=O)CSc2nc(=O)n(CCCN3CCOCC3)c3c2CCCC3)cc1	-37.2	5.2	-7.8	1.6	7.1	0.6	-8.1	11.7	0.7
CCCCNS(=O)(=O)c1ccc(S(=O)(=O)NCc2ccncc2)cc1	4.8	2.7	7.0	5.7	1.0	-1.8	-16.8	3.5	20.3
C=CCN1[C@H](COCc2ccccc2)C=CS1(=O)=O	-4.7	0.7	1.6	0.1	0.0	nt	0.9	nt	0.1
O=C(N/N=C/c1cccc(OC2CSC2)c1)c1ccccc1O	14.6	-7.8	4.6	19.6	-9.7	5.7	-11.7	17.9	-1.4

4 structures from above, sorted by number of heavy atoms, low to high:
SMILES	TAAR1 antagonist	M1 PAM parental	CHRM5 agonist	TAAR1 ag	CHRM4 PAM	CRFR2-BP ag	M5 PAM	CRFBP-R2 block	CHRM5 antagonist
COCCNc1nc(Cl)c(C#N)s1	-0.9	7.6	-0.7	2.4	4.2	-0.3	1.2	10.7	5.3
CCNC(=O)NC(=O)C(C)Sc1ccc2c(c1)OCCO2 (stereo not given)	11.4	-4.0	1.5	3.6	-1.3	-2.0	5.7	4.3	-3.1
O=C(N/N=C/c1cccc(OC2CSC2)c1)c1ccccc1O	14.6	-7.8	4.6	19.6	-9.7	5.7	-11.7	17.9	-1.4
CCCCNS(=O)(=O)c1ccc(S(=O)(=O)NCc2ccncc2)cc1	4.8	2.7	7.0	5.7	1.0	-1.8	-16.8	3.5	20.3

The main list resumes, repeating the 2 entries before the break.
SMILES	TAAR1 antagonist	M1 PAM parental	CHRM5 agonist	TAAR1 ag	CHRM4 PAM	CRFR2-BP ag	M5 PAM	CRFBP-R2 block	CHRM5 antagonist
C=CCN1[C@H](COCc2ccccc2)C=CS1(=O)=O	-4.7	0.7	1.6	0.1	0.0	nt	0.9	nt	0.1
O=C(N/N=C/c1cccc(OC2CSC2)c1)c1ccccc1O	14.6	-7.8	4.6	19.6	-9.7	5.7	-11.7	17.9	-1.4
CNc1snc(C)c1C(=O)OC(C)C(=O)Nc1ccc(F)cc1 (stereo not given)	-4.9	5.6	2.4	2.7	-3.6	0.2	4.6	-8.8	-0.8
CCOc1ccc(C=NNC(=O)c2cccc3ccccc23)cc1OCC	7.2	7.0	2.8	-0.4	2.5	-3.0	-3.5	14.8	-0.6
Cc1ccnn1-c1ccc(C(=O)NCC(c2ccco2)N2CCCC2)cc1 (stereo not given)	17.2	11.6	-4.1	-0.1	-0.3	-0.9	-13.9	-13.6	4.2
COc1ccc(N2CCN(C3CC(=O)N(c4ccc5c(c4)OCCO5)C3=O)CC2)cc1 (stereo not given)	10.4	-5.8	2.1	3.5	5.4	1.4	-5.9	-10.1	4.7
CCCc1ccc2oc(C(=O)N3CCC(O)CC3)c(C)c2c1	11.6	-6.5	-6.1	-1.4	-0.6	0.5	-6.7	0.1	13.4
Cc1ccc(-c2cc3ccccc3nc2N2CCCC2)cc1	7.3	8.9	-1.9	9.6	19.3	-0.2	-2.3	-5.5	0.8
C/C=C1\NC(=O)[C@H](C)NC(=O)[C@@H](NC(=O)[C@@H](Cc2ccc(O)cc2)NC(=O)[C@@H](NC(=O)/C(C)=C/C)C(C)C)[C@@H](C)OC(=O)[C@H](CCCCc2ccc(O)cc2)NC(=O)[C@@H](CCC(=O)O)NC1=O	-10.9	13.1	0.9	1.6	3.7	-1.3	1.2	-12.7	1.0
O=C(CSc1nnc2c(Cl)cc(C(F)(F)F)cn12)NCc1ccc(F)cc1	-13.2	11.3	-2.5	1.9	-1.0	0.9	2.8	8.2	3.2
CCCCOc1ccc(OCCNS(=O)(=O)N(C)C)cc1	3.5	18.4	3.3	9.4	-1.6	-0.7	-7.2	7.9	-6.5
O=S(N1CCCCC1)C12CC3CC(CC(C3)C1)C2 (stereo not given)	3.8	24.6	-4.3	10.2	7.0	0.3	-3.8	-12.0	6.8
COc1cc(CN2CCCC(CO)(Cc3cccc(Cl)c3)C2)cc2c1OCO2 (stereo not given)	-14.0	10.4	-6.4	4.3	-18.1	1.3	2.0	6.7	3.8
O=C(COC(=O)c1cccc(S(=O)(=O)N2CCOCC2)c1)NCc1ccc2c(c1)OCO2	-2.2	11.7	-0.1	1.6	3.3	0.2	0.2	1.8	7.9
CC(OC(=O)c1cc(Br)ccc1O)C(=O)NC1(C#N)CCCCC1 (stereo not given)	8.8	-18.6	2.7	13.4	-4.1	18.8	-4.5	28.7	-0.7
C/C(=C\C(=O)c1ccccc1)Nc1ccc(N2CCOCC2)cc1	7.2	6.6	4.2	6.0	2.1	-2.5	-10.1	6.1	6.4
COC(=O)[C@]1(C)CCC[C@@]2(C)C3CC[C@@]4(C)C[C@]3(CCC21)CC4=NO (stereo not given in full)	9.1	2.8	0.4	13.2	-4.0	0.0	5.6	-6.8	10.1
C#CCOc1ccc(CNC[C@H]2O[C@@H](n3ccc(N)nc3=O)[C@H](O)[C@@H]2O)cc1	-5.8	17.1	0.3	1.1	7.1	9.4	3.6	-14.5	-2.4
O=C(Nc1cccc(S(=O)(=O)N2CCOCC2)c1)c1cn(-c2ccccc2)nc1-c1ccc(F)cc1	-2.5	20.3	5.9	3.3	2.8	1.6	-3.0	-12.3	0.4
Cn1c(=O)c(C(=O)CCl)c(N)n(CC2CC2)c1=O	nt	-4.2	4.1	nt	7.8	-1.7	12.9	1.6	-5.6
Cc1ccc(S(=O)(=O)CCC(=O)Nc2nnc(-c3ccc(F)cc3)o2)cc1	-1.3	-7.1	-1.2	-0.1	2.7	-2.5	-7.7	-10.0	17.3
CCn1c(SCC(=O)OCC(=O)N2c3ccccc3NC(=O)C2(C)C)nnc1-c1ccco1	-2.4	13.8	3.5	0.9	-1.1	-1.1	3.0	-0.9	-0.9
Cc1cccc(NC(=O)C2SC(=Nc3c(C)cccc3C)C(C(=O)N3CCOCC3)=C2N)c1 (stereo not given)	-10.7	15.2	-3.4	0.1	-8.7	-0.3	-3.0	-14.6	7.7
CC(=O)OCC1=C(C(=O)O)N2C(=O)C(NC(=O)CCn3nc(C(F)(F)F)c(Br)c3C3CC3)C2SC1 (stereo not given)	2.5	3.5	2.0	-0.4	0.2	-1.1	10.1	-9.6	7.7
COc1ccccc1/C=N/NC(=O)C(=O)NCc1cccnc1	7.5	13.1	-6.8	11.9	-1.6	-2.5	3.5	-5.2	2.1
CCOC(=O)/C=C/C(=O)NNC(=O)c1ccccc1Cl	-8.6	15.0	-0.7	0.4	-1.3	-0.1	3.4	7.2	-5.3
O=C(COc1ccc(Cl)cc1Cl)NNC(=S)NCc1ccco1	13.0	-1.4	-3.2	1.9	-2.6	-0.1	-7.0	1.2	2.7
Cc1ccc(S(=O)(=O)NNC(=O)c2cnn(-c3ccc(Cl)cc3)c2C(F)(F)F)cc1	-21.3	17.4	-1.0	6.0	7.7	-1.9	-1.4	-21.4	13.9
COc1ccc2[nH]c(=O)cc(C(=O)O)c2c1	-4.2	8.2	4.0	7.8	2.3	0.5	5.6	-7.4	-0.6
CSCC[C@H](NC(=O)Nc1cccc(Br)c1)C(=O)O	-26.1	16.4	5.0	-0.2	7.6	2.5	6.5	-6.6	4.0
CC(C)N1CCc2[nH]c(=S)[nH]c(=O)c2C1	-2.5	21.3	-1.4	-0.4	1.7	-0.5	-11.4	-13.8	8.5
CSCCC(NC(=O)c1cc(CC(C)C)oc1C)C(=O)O (stereo not given)	-1.9	14.3	2.5	11.3	2.4	-0.3	-2.3	-5.2	-1.2
COc1cccc(NC(=O)CSc2nnnn2C(C)C)c1	0.9	19.4	-0.8	5.5	11.4	0.0	8.7	-5.3	0.5
Fc1ccccc1N1CCN(C(c2cccs2)c2nnnn2CCc2ccccc2)CC1 (stereo not given)	27.2	8.3	-3.5	77.4*	-7.7	3.7	-9.2	-5.8	-5.1
CCCCOc1ccc(C(=O)Nc2cc(C)c(OCC(=O)N3CCOCC3)c(C)c2)cc1	8.3	4.4	-6.9	10.5	0.2	1.5	-6.3	5.8	2.8
Cn1c(=O)n(C)c2cc(NC(=O)CCc3ccccc3)c(Br)cc21	-5.7	10.3	4.9	7.5	0.1	0.5	-0.2	6.3	-3.4
Cn1c(/N=C/c2ccc3c(c2)OCO3)nc2ccccc21	2.0	13.6	-0.7	5.4	3.1	0.4	-6.4	7.8	7.0
CCOC(=O)[C@]12Cc3c(cc(OC)c(OC)c3OC)[C@H]1N(C1CCCCC1)C(=O)c1cc(OC)ccc12	-2.0	-0.1	12.6	0.3	1.3	nt	12.3	nt	-4.0
CN(C)S(=O)(=O)c1cc(NC(=O)COC(=O)C2CSC3(C)CCC(=O)N23)ccc1Cl (stereo not given)	13.6	16.2	5.7	7.5	-3.4	5.1	-4.3	5.2	-4.4

From PubChem BioAssay
